High-throughput results as filed in PubChem.
CCHFV vOTU inh – CCHFV vOTU protease inhibition; Pep-AMC fluorescence; inhibition, % at 11.5 µM; hit rate 0.55% among 370,000; in the data active = inhibition above about 30%; note: 0% = vehicle wells with enzyme and 100% = no enzyme wells
SSB-PriA inh – K. pneumoniae PriA-SSBct interaction inhibition; AlphaScreen SSBct-PriA binding, biotinylated peptide; inhibition, % at 33 µM; hit rate 0.6% among 430,000; in the data active = inhibition mostly above about 37%, no sharp cut-off; inactive = mostly below about 20%;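 note: plate controls were negative control peptide for no effect and reference peptide for full effect; strong numbers were not always called active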
DUSP3 inh – DUSP3 (human) phosphatase inhibition; P51452; recombinant VHR phosphatase, pNPP absorbance; inhibition, % at 13.3 µM; hit rate 0.52% among 290,000; AID 1654; in the data active = inhibition above about 50%; note: some compounds called inactive have numbers as strong as hits
Target sequence (P51452 whole entry, looked up): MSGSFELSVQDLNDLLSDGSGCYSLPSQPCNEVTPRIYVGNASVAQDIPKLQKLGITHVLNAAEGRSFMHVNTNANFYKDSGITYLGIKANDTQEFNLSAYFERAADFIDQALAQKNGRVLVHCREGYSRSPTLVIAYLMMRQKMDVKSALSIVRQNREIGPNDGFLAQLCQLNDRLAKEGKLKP
BoNT F protease – BoNT F light chain protease inhibition | Multiplex microsphere protease cleavage assay, flow cytometry | inhibition, % at 10 µM | hit rate 0.22% among 360,000 | AID 588497; in the data active = inhibition above about 35%, passing the limit was not always enough; inconclusive = no clear call, values can overlap the other calls; note: plate controls were buffer without enzyme for full effect and enzyme alone for no effect
BoNT A protease – BoNT A light chain protease inhibition; hit rate 0.17% among 360,000; AID 588499; inhibition, % at 10 µM; multiplex microsphere protease substrate cleavage, flow cytometry; note: plate controls were buffer without enzyme for full effect and enzyme alone for no effect
MazEF act – MazEF (E. coli) toxin RNase activation; P0AE70; FAM/BHQ RNA-DNA oligo cleavage fluorescence, 5 h; activation, % at 20 µM; hit rate 0.32% among 350,000; in the data active = activation above about 50%
Target sequence (P0AE70 whole entry, looked up): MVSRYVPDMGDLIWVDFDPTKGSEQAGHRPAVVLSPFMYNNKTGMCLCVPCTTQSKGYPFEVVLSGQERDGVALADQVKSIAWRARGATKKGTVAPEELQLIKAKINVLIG
Anthrax LF inh2 – blocks Bacillus anthracis lethal factor protease; P15917; multiplex microsphere protease cleavage assay, LF; inhibition, % at 10 µM; hit rate 0.12% among 360,000; AID 588501; note: plate controls were buffer without enzyme for full effect and enzyme alone for no effect
Rv3671c inh – inhibitors of M. tuberculosis serine protease Rv3671c; hit rate 0.048% among 320,000; inhibition, % at 5.96 µM; AID 2606; in the data active = inhibition above about 38%;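 note: extracellular domain of Rv3671c used as enzyme; 0% = enzyme with DMSO and 100% = no enzyme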
Target sequence (P9WHR9 whole entry, looked up, the tested form may be a part): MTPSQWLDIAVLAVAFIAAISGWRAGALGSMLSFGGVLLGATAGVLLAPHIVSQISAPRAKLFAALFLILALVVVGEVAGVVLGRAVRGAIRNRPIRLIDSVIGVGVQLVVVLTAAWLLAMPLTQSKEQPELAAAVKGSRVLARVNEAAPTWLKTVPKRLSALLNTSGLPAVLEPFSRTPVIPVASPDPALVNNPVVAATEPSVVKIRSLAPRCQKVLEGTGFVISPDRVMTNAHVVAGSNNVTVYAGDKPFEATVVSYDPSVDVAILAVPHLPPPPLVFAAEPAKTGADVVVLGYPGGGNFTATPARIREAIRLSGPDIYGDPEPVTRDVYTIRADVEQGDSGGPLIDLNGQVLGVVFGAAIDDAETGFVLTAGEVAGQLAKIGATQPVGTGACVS
PrPC TRFRET – reduces human prion protein on the cell surface; P04156; cell surface PrPC, TR-FRET read-out; inhibition, % at 13.8 µM; hit rate 0.43% among 370,000; AID 720596; in the data active = inhibition above about 24%; note: 0% = median of the test wells and 100% = reference compound wells
3CLpro inhibitor – SARS-CoV 3CLpro protease inhibition; P0C6X7; recombinant SARS-CoV 3CLpro, quenched FRET peptide cleavage; inhibition, % at 6 µM; hit rate 0.14% among 290,000; AID 1706; in the data active = inhibition above about 12%
* marks the source's active call; other numbers are inactive results; ? = inconclusive; / = no result given. Cut-off read from the data, not from the text of the source, unless noted: active = inhibition above about 30%; inconclusive = no clear call, values can overlap the other calls; inactive = below that. Some of the compounds tested, so the mix of outcomes need not match the whole.

SMILES	CCHFV vOTU inh	SSB-PriA inh	DUSP3 inh	BoNT F protease	BoNT A protease	MazEF act	Anthrax LF inh2	Rv3671c inh	PrPC TRFRET	3CLpro inhibitor
CCOc1ccc(C(C(=O)NCC2CCCO2)N(Cc2cccs2)C(=O)c2snc(C(N)=O)c2N)cc1 (centres undefined)	17	3	10	20	0.7	-1	-2	1	7	-1
CCOC(=O)[C@@]1(C#N)C(c2ccc(Cl)c(Cl)c2)[C@H](C(N)=O)N2C=C(C(C)=O)C=C[C@H]21 (some centres undefined)	4	4	38	-6	1.7	-96	-2	-4	9	1
Cc1cccc(C2=NN(c3ccc(Br)cc3)[C@@H](C(=O)N3CCOC3=O)[C@@H]2c2ccccc2)c1	/	-20	/	-6	0.4	3	3	/	/	/
Cc1oc2c(c(=O)c1C)C(=O)CC(c1ccccc1)C2 (centres undefined)	3	-11	5	1	0.2	10	0	13	-2	3
CN(C1CCCC1)C1CCN(C(=O)CNC(=O)/C=C/c2ccccc2)CC1	-12	-5	-2	-10	-1.0	3	2	2	-1	-1
Cc1c(NC(=O)c2cccc(S(=O)(=O)N3CCOCC3)c2)c(=O)n(-c2ccccc2)n1C	-2	9	28	0	1.2	-2	-1	-4	-1	-7
Cc1nc(C)c(C(=O)Nc2cccc(C)c2C)s1	12	-12	74	?	2.6	3	8	-1	3	0
O=S(=O)(c1ccccc1)c1nc(-c2ccc(F)cc2)oc1NCC1CCCO1 (centres undefined)	15	13	/	3	-0.6	4	-4	3	8	/
CN(C)c1ccc(-c2ccnc3c2CC(C)(C(=O)Nc2ccc(Cl)c(C(F)(F)F)c2)O3)cc1 (centres undefined)	28	/	/	-2	-0.3	/	-6	/	-5	/
CCn1ccnc1CN1CCCC(C(=O)c2ccc(SC)cc2)C1 (centres undefined)	-15	11	35	-9	-1.2	0	-2	1	-2	0
COc1ccc(S(=O)(=O)Oc2cccc(C(=S)N3CCOCC3)c2)cc1	-7	3	14	-8	4.5	2	-3	6	-1	1
CC(C)(C)c1ccc(OCC(=O)NNC(=O)Nc2ccccc2)cc1	-2	-14	4	?	-7.4	-3	-10	-8	-4	1
CCC(C)(C(=O)NC1CCCCC1)N(C(=O)Cc1cccs1)c1ccccc1 (centres undefined)	-15	-6	13	-3	-0.2	2	3	-5	4	3
CC(C)c1nc(SCC(=O)N2CCc3ccccc32)n[nH]1	8	-12	2	-3	-0.8	10	-4	-12	6	0
COc1ccc(S(=O)(=O)n2cccc2)cc1OC	2	-13	23	8	0.0	2	1	-13	-1	-2
O=C(C1=C[C@@H](C2CC2)C[C@@H](OCc2ccc(CO)cc2)O1)N1CCN(Cc2ccc3c(c2)OCO3)CC1	20	10	-6	-4	-0.1	4	1	2	0	2
CCC(N=c1cc(-c2ccc(OC)c(OC)c2)oc2ccc(C)cc12)C(=O)O (centres undefined)	-22	16	-6	-4	0.1	11	-1	9	-21	2
O=C(c1cccc(S(=O)(=O)N2CCOCC2)c1)N1CCCCCC1	-3	3	-4	-2	-1.5	-4	2	-8	4	-2
O=C(CN1CCN(c2ccccc2O)CC1)NC(=O)NCc1ccccc1	-2	8	/	70*	21	6	51*	4	-1	/
CCOC(=O)c1ccc2c(c1)nc(C1CCN(S(=O)(=O)c3cccs3)CC1)n2CC	-8	-9	40	12	2.5	-4	1	-3	12	-5
O=C(CSc1ncccn1)Nc1ccc2c(c1)CCC2	-7	-5	-13	1	-0.3	0	-6	-4	5	-4
CC[C@@H]1C(c2ccc(F)cc2)=NN(c2ccccc2)[C@H]1C(=O)N1CCOC1=O	7	-20	/	-2	0.4	-7	2	/	1	/
O=C(CCn1nc(-c2ccc(F)cc2)ccc1=O)NCc1ccccc1	9	-2	-9	/	/	1	/	1	6	1
NC(=O)COC(=O)CNC(=O)c1cc(Cl)cc([N+](=O)[O-])c1	1	4	7	2	-0.6	3	-2	1	-22	0
CCOC(=O)/C(C#N)=C/c1ccc(OCC(=O)Nc2ccc(OC)cc2)c(OC)c1	-13	-1	4	2	0.0	-3	10	-5	1	0
Cc1cc(SCC(=O)N/N=C/c2ccc(O)c(O)c2)c(C)cc1Br	16	/	13	-6	-0.9	10	-2	11	14	4
Cc1nn(C)c(C)c1CN(C)S(=O)(=O)c1ccc(F)cc1	-3	-8	9	8	-0.7	-14	-1	-3	10	-2
Cn1nnnc1SCC(=O)N1CCN(c2ccc(Cl)cc2)CC1	-4	1	-1	27	0.3	1	-2	-10	-4	-3
OC(c1ccccc1)C(Nc1ccccn1)c1ccccc1 (centres undefined)	-4	-9	/	4	0.5	4	1	/	-6	/
Cc1ccc(N2CC(C(=O)N3CCC(C(=O)NC(C)(C)C)CC3)CC2=O)cc1 (centres undefined)	11	-21	26	16	0.2	3	-8	-4	5	-2
CCOC(=O)c1ccc(NS(C)(=O)=O)cc1	-2	-18	39	0	-1.0	3	1	-1	-2	-1
CC(C)CN(C(=O)COC(=O)c1cnc(Cl)c(Cl)c1)c1c(N)n(Cc2ccccc2)c(=O)[nH]c1=O	-3	2	/	4	0.9	3	-2	9	-2	/
O=C1c2cccc3cccc(c23)C(=O)N1CCN1CCN(CC(O)COc2ccc3ccccc3c2)CC1 (centres undefined)	0	2	15	-8	-0.2	-28	-3	-5	-13	1
COc1cc(C=C2C(=O)C=CC2=O)ccc1O	41*	/	/	21	2.1	/	-12	/	0	/
CC(=O)c1sc(C(C)(C)C)cc1NC(=O)c1ccccc1C(=O)O	-5	6	5	?	-1.6	-4	-11	14	36*	9
O=C(CCCOc1ccccc1)Nc1cc(S(=O)(=O)N2CCOCC2)ccc1N1CCOCC1	-7	3	/	0	0.7	-16	-3	-4	6	/
NS(=O)(=O)c1ccc(CNC(=S)NCc2ccc(Cl)cc2)cc1	15	-15	2	0	1.1	-1	1	-2	1	-1
COc1cc(OC)c(C=Cc2ccncn2)c(OC)c1	9	/	/	-3	-0.3	5	-2	/	-3	/
COc1cccc(NC(=O)CNC(C)CCC(C)C)c1 (centres undefined)	7	-1	-13	-1	0.9	-1	-1	1	8	-4
Cc1ccc(O)c(C(=O)c2cnc3c(c2)COc2ccc(C)cc2-3)c1	2	39*	0	4	-0.7	5	-7	-9	-9	4
CC(C)c1cc(=O)n2[nH]c(SCc3ccc(Cl)cc3)nc2n1	-2	-11	31	-3	0.6	3	5	-8	2	-3
O=C(C[C@H]1C[C@H](C(=O)N2CCOCC2)[C@@]2(CCC3CCCC3)c3[nH]c4cc(-c5ccco5)ccc4c3CCN2C1=O)NCCCn1ccnc1	-11	25	/	-2	0.0	9	0	/	-7	/
COC(=O)c1ccccc1NC(=O)c1ccc(-c2ccccc2F)o1	-12	-8	14	-5	-1.3	39	-3	1	-5	-1
CCN(C(=O)COC(=O)c1cccnc1SC)C1CCCCC1	-2	0	/	-5	0.7	2	8	-2	4	/
CC1(C(=O)NS(=O)(=O)C2CC2)CCCN(C(=O)CSc2ccccc2)C1 (centres undefined)	13	/	/	-1	0.5	/	-3	/	4	/
Cc1ccc(-n2c(Cn3c(C)nc4ccccc43)n[nH]c2=S)cc1	-10	4	4	-2	-0.2	-1	2	0	-4	-4
CNC(=O)c1nn(-c2ccccc2)ccc1=O	7	-21	6	-2	0.3	1	2	5	-3	-4
O=C(COc1ccccc1)NNc1c2ccccc2nc2ccccc12	-2	2	5	-12	1.1	-5	-4	7	-8	5
Cc1cc(OCC(=O)NC(Cc2ccc(Cl)cc2)C(=O)O)c2c3c(c(=O)oc2c1)CCC3 (centres undefined)	-20	3	25	-5	-0.5	5	0	-2	-3	5
CN(C(=O)COc1ccc(-c2nnco2)cc1)C1CCS(=O)(=O)C1 (centres undefined)	1	5	/	/	/	6	/	-2	0	/
Cc1cc(C)cc(OCC(=O)N(Cc2cccs2)C2CCS(=O)(=O)C2)c1 (centres undefined)	-7	-8	22	1	0.3	4	1	-5	-6	-1
O/N=C/c1ccc(-c2cc(Cl)ccc2Cl)o1	5	/	6	1	-0.2	-11	2	-12	16	-2
CCOC(=O)c1[nH]cnc1C(=O)NC1CCN(C(=O)OC(C)(C)C)CC1	-1	-1	/	-3	0.7	3	-3	4	-5	/
CCN(C(=O)COC(=O)c1cccc2ccccc12)c1c(N)n(Cc2ccccc2)c(=O)[nH]c1=O	15	-5	/	-5	-0.9	-1	-3	/	7	/
COC(=O)C(Cc1ccc(O)cc1)N1Cc2ccccc2C1=O (centres undefined)	-6	-5	28	-6	0.8	6	-14	3	5	0
Cc1ccc(CNC(=O)c2cn(C3CCCC3)c(=O)c3c2c2ccccc2n3C)o1	/	-14	0	/	/	/	/	3	/	5
COc1cc(OC)c(Cl)cc1N	1	-11	5	?	5.4	6	-2	-1	7	-3
CCOC(=O)c1c(C)n(C)c2ccc(OCC(O)CN3CCC(C)CC3)cc12 (centres undefined)	3	4	13	4	0.1	3	-6	1	-5	-6
Cc1cccc(OCC(=O)NNC(=O)C2CCCCC2C(=O)O)c1 (centres undefined)	4	-21	45	-6	-0.7	-1	-2	-3	0	2

Record cards, as listed above. Order of values: CCHFV vOTU inh | SSB-PriA inh | DUSP3 inh | BoNT F protease | BoNT A protease | MazEF act | Anthrax LF inh2 | Rv3671c inh | PrPC TRFRET | 3CLpro inhibitor
`COc1cc(OC)c(Cl)cc1N` as listed: 1 | -11 | 5 | ? | 5.4 | 6 | -2 | -1 | 7 | -3
`CN(C(=O)COc1ccc(-c2nnco2)cc1)C1CCS(=O)(=O)C1` (centres undefined) as listed: 1 | 5 | / | / | / | 6 | / | -2 | 0 | /

Gathered by group: the entries above with an aryl thioether with sulfur outside any ring
SMILES	CCHFV vOTU inh	SSB-PriA inh	DUSP3 inh	BoNT F protease	BoNT A protease	MazEF act	Anthrax LF inh2	Rv3671c inh	PrPC TRFRET	3CLpro inhibitor
CCn1ccnc1CN1CCCC(C(=O)c2ccc(SC)cc2)C1 (centres undefined)	-15	11	35	-9	-1.2	0	-2	1	-2	0
CC(C)c1nc(SCC(=O)N2CCc3ccccc32)n[nH]1	8	-12	2	-3	-0.8	10	-4	-12	6	0
O=C(CSc1ncccn1)Nc1ccc2c(c1)CCC2	-7	-5	-13	1	-0.3	0	-6	-4	5	-4
Cc1cc(SCC(=O)N/N=C/c2ccc(O)c(O)c2)c(C)cc1Br	16	/	13	-6	-0.9	10	-2	11	14	4
Cn1nnnc1SCC(=O)N1CCN(c2ccc(Cl)cc2)CC1	-4	1	-1	27	0.3	1	-2	-10	-4	-3
CC(C)c1cc(=O)n2[nH]c(SCc3ccc(Cl)cc3)nc2n1	-2	-11	31	-3	0.6	3	5	-8	2	-3
CCN(C(=O)COC(=O)c1cccnc1SC)C1CCCCC1	-2	0	/	-5	0.7	2	8	-2	4	/
CC1(C(=O)NS(=O)(=O)C2CC2)CCCN(C(=O)CSc2ccccc2)C1 (centres undefined)	13	/	/	-1	0.5	/	-3	/	4	/
